# GPR151 activ: human GPR151 activation | Q8TDV0 | PathHunter beta-arrestin GPR151 cells, luminescence | activation, % at 11.2 µM | 650,000 tested, 1% active; in the data active = activation above about 4.9%;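 also: 0% = median of compound wells and 100% = cells with positive control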
# Target sequence (Q8TDV0 whole entry, looked up): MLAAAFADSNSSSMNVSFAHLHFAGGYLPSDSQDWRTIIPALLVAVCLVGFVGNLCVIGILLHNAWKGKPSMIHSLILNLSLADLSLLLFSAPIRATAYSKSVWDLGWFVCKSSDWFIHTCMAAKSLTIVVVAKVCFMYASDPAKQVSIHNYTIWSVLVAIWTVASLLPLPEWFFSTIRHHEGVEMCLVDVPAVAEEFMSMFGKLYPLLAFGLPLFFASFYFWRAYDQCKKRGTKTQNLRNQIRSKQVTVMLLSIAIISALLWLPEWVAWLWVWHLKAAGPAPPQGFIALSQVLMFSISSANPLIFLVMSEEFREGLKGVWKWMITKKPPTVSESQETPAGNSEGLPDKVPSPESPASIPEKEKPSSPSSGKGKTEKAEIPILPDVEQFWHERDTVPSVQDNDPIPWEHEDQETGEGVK
# FBW7 activator: activators of human E3 ligase FBW7; AlphaScreen FBW7–phospho-cyclin E peptide binding, activator screen; normalized activity (activation), % at 26.1 µM; 650,000 tested, 0.13% active; AID 1259310; in the data active = normalized activity above about 1.9%;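 also: purified mutant Fbw7 with reduced substrate affinity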
# MITF primary: human MITF inhibition, primary screen | inhibition, % at 2.6 µM | 650,000 tested, 0.91% active | AlphaScreen MITF homodimerization, bead proximity signal; in the data active = inhibition above about 50%;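 also: 0% = vehicle wells with protein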
# Target sequence (O75030 whole entry, looked up): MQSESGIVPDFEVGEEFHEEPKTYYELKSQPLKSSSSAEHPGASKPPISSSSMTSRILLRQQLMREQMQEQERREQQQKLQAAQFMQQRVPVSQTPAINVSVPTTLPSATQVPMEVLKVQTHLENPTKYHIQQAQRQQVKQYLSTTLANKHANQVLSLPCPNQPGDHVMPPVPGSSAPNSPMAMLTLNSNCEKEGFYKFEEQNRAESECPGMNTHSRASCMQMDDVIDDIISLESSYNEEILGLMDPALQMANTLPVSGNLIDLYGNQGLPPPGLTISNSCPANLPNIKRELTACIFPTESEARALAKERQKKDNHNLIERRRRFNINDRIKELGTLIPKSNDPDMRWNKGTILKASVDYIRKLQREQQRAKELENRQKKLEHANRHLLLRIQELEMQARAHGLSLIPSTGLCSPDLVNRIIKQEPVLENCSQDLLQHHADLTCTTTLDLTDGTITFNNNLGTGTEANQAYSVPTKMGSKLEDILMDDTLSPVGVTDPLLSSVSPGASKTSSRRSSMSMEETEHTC
# TEAD-YAP inh: TEAD-YAP interaction inhibition; 640,000 tested, 1.4% active; inhibition, % at 9.12 µM; HEK-TIYL cells, TEAD-Gal4/YAP UAS-luciferase luminescence; in the data active = inhibition above about 32%;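 also: 0% = median of test compound wells and 100% = reference inhibitor wells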
# * = called active by the depositor; & = joins results of further samples. Random draw from the library; 3.5% or so of the library scored in one or more.
cpd	Structure	FBW7 activator	GPR151 activ	MITF primary	TEAD-YAP inh
1	Cc1ccc(NC2SC(=O)N(c3ccccc3)C2=O)cc1 (stereo not drawn)	0.1	-1.1	15	-24
2	O=C(CC1(O)C(=O)N(Cc2ccc(Cl)cc2)c2ccccc21)c1ccc(Br)s1 (stereo not drawn)	0.4	-0.3	12	11
3	O=C(COc1ccc(Cl)cc1)NCc1ccc2c(c1)OCO2	-0.1	0.6	5	5
4	CCOc1ccc(C(=O)Nc2c3c(nn2-c2ccc(C)cc2C)CSC3)cc1OCC	0.2	-0.6	3	4
5	Cn1c(=O)c2c(SCC(=O)Nc3ccc(F)cc3)nc(CC(C)(C)C)nc2n(C)c1=O	0.1	0.7	12	13
6	N#CCCSc1nc(N)c(C#N)c(C2CCCCC2)c1C#N	0.0	-1.7	-6	-19
7	COc1ccc2ccccc2c1/C=C1/C(=O)NC(=O)N(C2CCCCC2)C1=O	-0.2	0.1	-2	-3
8	Cc1c2c(c(O)c3c(O)cccc13)C(=O)OC2[C@@H]1C(N(C)C)C(O)=C(C(N)=O)C(=O)[C@H]1O (stereo partly drawn)	0.1	-3.4	108*	-18

# Following part
cpd	Structure	FBW7 activator	GPR151 activ	MITF primary	TEAD-YAP inh
9	CCOC(=O)C1=C(O)/C(=C\c2cccc(OCc3ccccc3)c2)N=C1C	0.5	0.9	5	5
10	CC(=O)COC(=O)CNC(=O)c1ccc(Oc2ccccc2)cc1	-0.1	-0.3	-4	-7
11	CC12CCC(=O)N1C(C(=O)Nc1nc(SCc3ccccc3)ns1)CS2 (stereo not drawn)	0.3	1.5	10	-3
12	O=S(=O)(O)c1ccc(N/N=C/C=N/Nc2ccc(S(=O)(=O)O)cc2)cc1	-0.1	-0.9	-3	-3
13	O=C(O)CCC(=O)N1CCC(N(C2CC2)S(=O)(=O)c2ccc(Cl)cc2)CC1	-0.2	0.2	-7	3
14	CCN(CC)c1nc(NCCN2CCOCC2)nc(NCc2ccc3c(c2)OCO3)n1	0.0	0.7	34	-1
15	COc1cc(OC)c(OC)cc1CN1CCN(S(=O)(=O)c2ccccc2[N+](=O)[O-])CC1	-0.1	1.1	26	-6
16	CSc1ccccc1-c1ccc(NCC(C)C)nc1	-0.4	0.3	8	-44

# (more compounds)
cpd	Structure	FBW7 activator	GPR151 activ	MITF primary	TEAD-YAP inh
17	CCc1c(C)nc2ncnn2c1N1CCCC(C(=O)NCCc2ccccc2)C1 (stereo not drawn)	-0.2	-0.8	0	-24
18	O=C(O)/C=C/C(=O)Nc1nc(-c2ccc(Cl)c(Cl)c2)cs1	-0.1	-1.5	10	-10
19	O=[N+]([O-])c1cccc(-c2nnn(CNCc3ccccc3)n2)c1	0.1	-0.8	13	8
20	NC(=O)Cn1c(=O)n(CCCCC(=O)NCc2ccco2)c(=O)c2ccccc21	-0.1	0.9	-13	-3
21	CCc1ccc(NC(=O)c2cc3nc(-c4ccccc4)cc(C(F)(F)F)n3n2)cc1	0.9	-2.0	17	1
22	CCn1c(C)c(C)n2c3c(=O)n(CC(N)=O)c(=O)n(C)c3nc12	-0.2	3.7	7	-3
23	Cc1ccccc1NC(=O)c1ccccc1	0.8	-2.2	-14	-24
24	COc1ccccc1N=c1c([N+](=O)[O-])nn(-c2ccccc2C)n1O	-0.1	-0.9	18	-11

# New compounds follow.
cpd	Structure	FBW7 activator	GPR151 activ	MITF primary	TEAD-YAP inh
25	CCCOc1ccc(-c2cc(C(=O)N/N=C(\C)c3ccccc3O)[nH]n2)cc1	0.1	-0.4	10	15
26	COc1ccc(NC(=O)c2sc3nc(C)nc(N(C)c4ccc(C(C)C)cc4)c3c2C)cc1OC	0.1	-0.2	-11	1
27	O=C(Nc1ccc(NC(=O)c2ccc(Cl)cc2Cl)cc1)c1ccc(Cl)c([N+](=O)[O-])c1	-0.1	0.1	-1	8
28	CCCc1nc(SCC(N)=O)c2c(=O)n(C)c(=O)n(C)c2n1	0.1	1.1	11	7
29	CC1CC(C)CN(C(=O)c2ccc(NC(=O)c3ccc(=O)[nH]c3)cc2)C1 (stereo not drawn)	0.0	0.1	-6	-2
30	CCN1CCN(c2cc(C)c3cc(NC(=O)Cc4ccccc4OC)ccc3n2)CC1	0.1	0.3	-4	5
31	Nn1cc(-c2ccccc2)nc1SCC(=O)NCCc1ccccc1	-0.1	-0.2	4	6
32	COc1ccc(C(=O)Nc2nc(-c3ccccc3)cs2)cc1	-0.2	-0.9	-4	-16

# (next part)
cpd	Structure	FBW7 activator	GPR151 activ	MITF primary	TEAD-YAP inh
33	OC1CCN(Cc2ccc(F)cc2)CC1	0.7	-0.5	50	-18
34	N#C/C(=C/c1ccoc1-c1ccc([N+](=O)[O-])cc1)C(N)=S	0.1	0.1	30	7
35	CCOC(=O)c1c(NC(=O)CC)sc2c1CCCC2=O	-0.2	-0.7	-3	4
36	CN(C)S(=O)(=O)c1ccc2c(c1)CCN2C(=O)c1c[nH]c2ccc(F)cc2c1=O	-0.3	-0.3	-9	-7
37	COc1cc(OC)c(NC(=O)c2sc3ncn(CC(=O)Nc4ccccc4OC)c(=O)c3c2C)cc1Cl	0.0	-0.1	1	4
38	Cc1csc(SCC(=O)NC(C)c2ccc(F)cc2)n1 (stereo not drawn)	-0.1	-0.9	-11	2
39	O=C(CSc1nc2ccc(N3CCCCC3)cc2c(=O)n1Cc1ccccc1)c1ccccc1	-0.2	2.8	-1	3
40	Cc1cc(NC(=O)CCNS(=O)(=O)c2cccc3nonc23)ccc1Br	0.2	-1.5	12	-1

# The listing continues:
cpd	Structure	FBW7 activator	GPR151 activ	MITF primary	TEAD-YAP inh
41	Cc1nc(SCC(=O)Nc2ccc(Cl)cc2)c2ccsc2n1	0.1	0.1	-3	9
42	CNc1nsc(C(=O)c2ccc(C)cc2)c1N	0.0	-0.9	18	-28
43	COc1cccc(-c2nnc3c4c5c(sc4ncn23)CCCC5)c1	0.1	0.7	4	4
44	O=C(C1CC=CCC1)N1CCN(CCn2cccn2)CC1 (stereo not drawn)	-0.1	0.9	6	6
45	O=S(=O)(c1ccc(Cl)cc1)N1CCN(C2CC3CCC2C3)CC1 (stereo not drawn)	-0.1	-1.4	-8	13
46	Cc1ccc(NC(=O)COC(=O)c2cc(C(O)C(O)C(O)CO)oc2C)cc1C (stereo not drawn)	0.0	-0.3	15	-3
47	C=CCn1c(C(C)(C)C)nc2ccccc21	-0.3	-0.5	-4	-13
48	O=C1CCC(C(=O)NNC(=O)CCCOc2ccc(Cl)cc2Cl)=NN1	0.0	0.1	-7	22

# (cont.)
cpd	Structure	FBW7 activator	GPR151 activ	MITF primary	TEAD-YAP inh
49	CC1=NN(C2=NS(=O)(=O)c3ccccc32)C(C)(O)C1 (stereo not drawn)	-0.2	-0.8	0	0
50	CC(=O)O/N=C/c1ccc(N(C)C)cc1	0.0	2.3	9	2
51	CCOC(=O)c1sc(=NC(=O)c2ccccc2)n(C)c1C	-0.1	0.1	-8	-53
52	CCCCN(C)C(=O)c1cn(-c2ccc(OC)cc2)c(=O)c2ccccc12	0.2	-3.0	0	-13
53	Cc1c(C(=O)NCc2nc(-c3ccccc3)no2)cnn1-c1ccccc1	0.0	0.5	10	5
54	CC(Oc1ccc(F)cc1)C(=O)Nc1sc2c(c1C(N)=O)CCCC2 (stereo not drawn)	0.1	1.1	8	-8
55	c1ccc(Cn2nnnc2CN2CCC3(CC2)Nc2ccccc2-n2cccc23)cc1	-0.1	0.3	9	-3
56	CN(Cc1ccccc1)c1ccnc2c(-c3ccccc3CO)cnn12	-1.1	0.5	-18	-42

# (cont.)
cpd	Structure	FBW7 activator	GPR151 activ	MITF primary	TEAD-YAP inh
57	O=C(Nc1ccc(-c2nc3ccccc3o2)cc1)c1cccc([N+](=O)[O-])c1	0.0	0.1	6	0
58	CCCCOc1ccc(C(=O)NCc2n[nH]c(=S)n2Cc2ccccc2)cc1	-0.1	0.6	5	14
59	CC(C)CNC(=O)c1ccc(NC(=O)c2ccccc2Br)cc1	-0.1	-0.3	-12	-6
60	Cn1c(SCC(=O)Nc2ccc(Cl)cc2)nc(O)cc1=O	0.3	-0.8	26	24
61	Cc1ccc2nc(N3CCCCC3)c(/C=C3\N=C(c4ccccc4)OC3=O)cc2c1	0.0	-0.5	-4	-3
62	Cc1cc(C)c(-n2nnnc2SCc2nc(N)nc(N3CCOCC3)n2)c(C)c1	0.0	-0.2	11	-8
63	C=CCNC(=O)[C@@H](NC(=O)c1ccc(F)cc1)C(C)C	0.0	0.1	-5	-4
64	COc1ccc(-c2cccc3c2OC(CNC(=O)Cc2c[nH]c4ccccc24)C3)nn1 (stereo not drawn)	0.7	-1.0	10	4

# (cont.)
cpd	Structure	FBW7 activator	GPR151 activ	MITF primary	TEAD-YAP inh
65	Cn1cccc1CC(=O)N/N=C\c1ccccc1O	-0.2	0.0	3	-7
66	CCOC(=O)C1=C(C)N(C)C(SC)=NC1c1ccccc1 (stereo not drawn)	-0.1	0.3	4	-3
67	O=C(COC(=O)CCC(=O)c1ccc(F)cc1)COC(=O)CCC(=O)c1ccc(F)cc1	0.1	1.1	24	-2
68	O=C(NCCc1ccc(Cl)cc1)c1ccc(CNc2nc(=S)[nH]c3ccccc23)cc1	0.9	2.4	12	15
69	Nc1ccc(C(=O)NCCC2=CCCCC2)cc1[N+](=O)[O-]	1.1	1.9	14	-42
70	O=C(OCCCN=C1NS(=O)(=O)c2ccccc21)c1ccncc1	0.1	0.9	3	-5
71	N#Cc1c(-c2ccccc2)cc(-c2cccs2)nc1SCS(=O)Cc1ccccc1 (stereo not drawn)	0.1	1.3	13	3
72	O=C(c1ccc(N2CCOCC2)cc1)N1CCC[C@@H]2CN(Cc3cccs3)CC[C@H]21	0.4	-0.8	-1	-4

# More results
cpd	Structure	FBW7 activator	GPR151 activ	MITF primary	TEAD-YAP inh
73	COC(=O)c1ccc(NC(=O)c2cccc(C(=O)OC(C)C)n2)cc1	-0.1	0.7	2	-17
74	CC(NC1CCN(c2ccc(C(=O)N(C)C)cc2)CC1)c1ccc(Cl)cc1 (stereo not drawn)	-0.1	2.4	-4	12
75	O=C(CNS(=O)(=O)/C=C/c1ccccc1)OC1CCOC1=O (stereo not drawn)	0.5	3.2	12	3
76	O=C(c1ccc(Br)cc1)N1N=C(c2ccc(Br)cc2)CC1c1cccc(Br)c1 (stereo not drawn)	0.2	-0.7	15	14
77	CCOc1cc(Br)cc(/C=C2/C(=O)N(CC)C(=S)N2C)c1O	0.0	0.1	13	-12
78	COc1ccc(OC)c(C2=NOC(C(=O)Nc3cc(C)ccc3O)C2)c1 (stereo not drawn)	-0.1	0.9	10	6
79	O=C1C=CC(=CN(O)c2ccc(Cl)cc2)C=C1	0.1	-0.8	-14	-1
80	CCN(CC)c1nc(NCCN2CCOCC2)nc(NC2CCN(Cc3ccccc3)CC2)n1	0.0	-0.8	-2	4

# Continuation.
cpd	Structure	FBW7 activator	GPR151 activ	MITF primary	TEAD-YAP inh
81	COc1ccc(NC(=O)c2ccco2)cc1NC(=S)NC(=O)COc1ccccc1	-0.1	0.3	17	-1
82	O=C(CSc1n[nH]c(Cc2ccccc2)n1)NC1CC2CCC1C2 (stereo not drawn)	-0.1	1.2	-6	3
83	CCC(=O)N1CCN(CCN=CC2=C(O)CC(c3ccccc3)CC2=O)CC1 (stereo not drawn)	-0.2&0.0	0.1&0.3	3&3	1&0
84	COCCNC(=O)CN(CCOC)C(=O)CCC(=O)Nc1cc(C)ccn1	1.4	-1.1	5	4
85	CCOc1ccccc1NC(=O)c1ccc(F)c(S(=O)(=O)N2CCN(c3ccccc3F)CC2)c1	-0.2	-0.9	-3	1
86	Cc1cc(N2CCCCC2)nc2ccc(NC(=O)COc3ccc(Cl)cc3Cl)cc12	0.8	0.0	-51	6
87	COC(=O)Cc1ccc(NC(=S)N2CCOCC2)cc1	0.1	-0.3	-6	-6
88	Cc1cccc(C(=O)N2CCN3C(=O)[C@@H](C(C)C)NC(=O)[C@H]3C2)c1	0.1	0.7	9	2

# Remaining list, next part
cpd	Structure	FBW7 activator	GPR151 activ	MITF primary	TEAD-YAP inh
89	CC(C)CC(=O)Nc1ccc(C(=O)Nc2ccc(O)cc2)cc1	0.0	-1.0	6	-3
90	CC(C)N1CCC(=NNc2cccc(C(=O)O)c2)CC1	0.0	0.5	-2	2
91	COc1cccc(/C=C2/SC(=S)N(CCc3ccc(S(N)(=O)=O)cc3)C2=O)c1	0.0	1.3	8	12
92	COc1ccc(C(N)=O)cc1NC(=O)c1ccc2c(=O)n(-c3ccc(OC)c(OC)c3)c(=S)[nH]c2c1	0.0	1.3	-22	5
93	O=C(CCC(=O)N(CC(=O)NC1CCCC1)Cc1cccs1)Nc1ccccn1	0.1	1.2	-17	-13
94	CC(=O)Nc1ccc(NC(=O)c2ccc(-c3c(C)nn(C)c3C)s2)cc1	-0.2	-2.2	0	-8
95	CC1CCc2cc(F)ccc2N1C(=O)c1ccc(N2CC3CC(C2)c2cccc(=O)n2C3)c(NC(=O)CCN2CCOCC2)c1 (stereo not drawn)	0.1	0.0	3	-2
96	CCCCOC(=O)C1CN(c2ccccc2)N=C1C(C)=O (stereo not drawn)	0.8	-1.1	-24	-5
97	CN1/C(=C/C(=O)NC(=O)C(F)(F)F)C(C)(C)c2ccccc21	0.0	1.2	-8	11
98	CC(C)C(c1nnnn1C(C)C)N1CCN(c2ccccc2)CC1 (stereo not drawn)	0.1	-0.1	4	-8

# Screening results deposited in PubChem by The Scripps Research Institute Molecular Screening Center.
